HP1b chromo inh = inhibitors of HP1-beta chromodomain binding to methylated histone tails; P83916; hit rate 0.56% among 390,000; AID 540317; AlphaScreen HP1-beta / biotin-H3K9me3 peptide binding; Potency, µM (series often up to 114 µM), without a hit: at the highest dose activity change, negative = inhibition, actives largely listed as inhibitors; also: potency is read from the fitted curve at half-maximal effect; nearly all actives have a fitted effect of over 70% in size; inactives centre near 23
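HP1-beta protein (50 nM final) preincubated 30 min at room temperature with biotinylated H3(1-18)K9me3 peptide (50 nM) in PBS pH 7.4, 0.01% Tween-20, then compound added for 30 min. AlphaScreen streptavidin donor/nickel chelate acceptor beads (10 ug/mL final), 30 min dark, luminescence read.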
BAZ2B block = inhibitors of human BAZ2B bromodomain. Q9UIF8. AlphaScreen BAZ2B-H3K14Ac peptide displacement. Potency, µM (highest dose often 114 µM), without a hit: top-dose activity change, negative = inhibition, hits mostly inhibitors. hit rate 4.4% among 360,000; also: potency is read from the fitted curve at half-maximal effect; % is scaled to controls: 0 for no effect and ±100 for the full control effect; nearly all actives have a fitted effect of over 60% in size
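Complex of BAZ2B and biotin-H3K14Ac (50 nM apiece) forms over 30 min at RT, then faces library compounds up to 110 uM for another 30 min; AlphaScreen beads added, 20 min dark incubation, luminescence read.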
GLS inhibitor = blocks human kidney-isoform glutaminase activity. Potency, µM (series often up to 45.5 µM), inactives show at the highest dose activity change, negative = inhibition, usual class: inhibitors. GLS enzymatic activity, qHTS titration. hit rate 0.21% among 410,000. O94925; also: potency is read from the fitted curve at half-maximal effect; % is scaled to controls: 0 for no effect and ±100 for the full control effect
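Read-out is an Amplex red fluorescence increase coupled through glutamate oxidase and HRP, measured before and after 30 min room-temperature incubation. hKGA is in 45 mM KH2PO4 (pH 8.2) with 0.02% Tween-20; glutamine added as 1mM solution.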
Pin1 inhibitor = human Pin1 inhibition; Q13526; Pin1 FP peptide displacement, HiFluor488, 10 min; Potency, µM (titrated, usually from 115 µM), for the others: at the top dose activity, negative = inhibition, usual class: inhibitors; hit rate 0.009% among 390,000; AID 504891; active = well fitted inhibition curve with a large enough effect in the polarisation, with a control signal flat, not every such curve was filed as active; inconclusive = small, poorly fitted or top-dose-only effect, or effect the other way, or a change in a side signal; inactive = no such curve, though single readings can be large or run the other way; the % refers to the polarisation; also: potency is read from the fitted curve at half-maximal effect; % is scaled to controls: 0 for no effect and ±100 for the full control effect
ERG-DNA inh = inhibitors of human ERG Ets domain-DNA interaction; P11308; fluorescence polarization, His-ERG Ets domain / labelled DNA; Potency, µM (titrated, usually from 76.9 µM), for the others: top-dose FP activity, negative = inhibition, usual class: inhibitors; hit rate 0.028% among 370,000; AID 624246; active = well fitted inhibition curve with a large enough effect in the polarisation, with a control signal flat; inconclusive = small, poorly fitted or top-dose-only effect, or effect the other way, or a change in a side signal; inactive = no such curve, though single readings can be large or run the other way; the % refers to the polarisation;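 also: polarization taken with two DNA probes labelled with fluorescein and Texas red; potency is read from the fitted curve at half-maximal effect; % of control where 0% means no effect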
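His-tagged ERG Ets domain (1 uM in the protein solution; 300mM KCl, 50mM Tris-HCl, 1mM EDTA, 1mM DTT, pH 7.5) received compound, then a probe mix of 5 nM fluorescein-DNA and 100nM Texas-615-DNA. Fluorescence polarization was read for both dyes.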
PI4K2A inh = blocks human PI4K2A kinase activity; Q9BTU6; purified PI4K2A, ADP-Glo luminescence, 1 h; active compounds read low; activity change, negative = inhibition, % at 76.9 µM; hit rate 0.13% among 420,000; in the data active = activity change below about -50%; inconclusive = mostly about -30% to -49%;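 also: -100% = wells without enzyme as full effect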
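In this quantitative HTS, ADP production by PI4K2A was quantified luminescently after 1 h at ambient temperature; 100 microM adenosine served as plate-quality control.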
Tb PGK inh = blocks T. brucei phosphoglycerate kinase | P07378 | PGK/GAPDH coupled, Kinase-Glo luminescence, 60 min | Potency, µM (series often up to 57.5 µM), inactives show at the top dose activity change, negative = inhibition, most hits filed as inhibitors | hit rate 0.043% among 380,000; also: potency is read from the fitted curve at half-maximal effect; % is scaled to controls: 0 for no effect and ±100 for the full control effect; nearly all actives have a fitted effect of over 60% in size
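Recombinant glycosomal PGK reaction used 1,3-bisphosphoglycerate generated in-well by GAPDH (100nM final) in 100mM TEA pH 7.6, 5mM MgCl2, 0.01% Tween-20. After 60 minutes at room temperature, ATP was read by Kinase-Glo Plus luminescence end-point.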
G9a block = blocks human histone lysine methyltransferase G9a | Q96KQ7 | G9a H3K9 monomethylation, AlphaScreen, 2 h | Potency, µM (series often up to 102 µM), for inactives: at the top dose activity, negative = inhibition, actives largely listed as inhibitors | hit rate 8.8% among 350,000 | AID 504332; also: potency is read from the fitted curve at half-maximal effect; % is scaled to controls: 0 for no effect and ±100 for the full control effect; nearly all actives have a fitted effect of over 75% in size
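Step 1: enzyme (final 20 nM) with compound, 15 min RT. Step 2: substrate peptide 500 nM and SAM 20 uM, 2 h RT. Step 3: anti-H3K9me1 antibody and AlphaScreen beads, 10 min, then plate read.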
JMJD2A Tudor inh = blocks the human JMJD2A Tudor domain; hit rate 4.4% among 390,000; AID 504339; O75164; AlphaScreen JMJD2A-Tudor / H3K4me3 peptide binding; Potency, µM (highest dose often 114 µM), without a hit: at the top dose activity change, negative = inhibition, actives largely listed as inhibitors; also: potency is read from the fitted curve at half-maximal effect; % is scaled to controls: 0 for no effect and ±100 for the full control effect; nearly all actives have a fitted effect of over 50% in size
Target sequence (O75164 whole entry, looked up, the tested form may be a part): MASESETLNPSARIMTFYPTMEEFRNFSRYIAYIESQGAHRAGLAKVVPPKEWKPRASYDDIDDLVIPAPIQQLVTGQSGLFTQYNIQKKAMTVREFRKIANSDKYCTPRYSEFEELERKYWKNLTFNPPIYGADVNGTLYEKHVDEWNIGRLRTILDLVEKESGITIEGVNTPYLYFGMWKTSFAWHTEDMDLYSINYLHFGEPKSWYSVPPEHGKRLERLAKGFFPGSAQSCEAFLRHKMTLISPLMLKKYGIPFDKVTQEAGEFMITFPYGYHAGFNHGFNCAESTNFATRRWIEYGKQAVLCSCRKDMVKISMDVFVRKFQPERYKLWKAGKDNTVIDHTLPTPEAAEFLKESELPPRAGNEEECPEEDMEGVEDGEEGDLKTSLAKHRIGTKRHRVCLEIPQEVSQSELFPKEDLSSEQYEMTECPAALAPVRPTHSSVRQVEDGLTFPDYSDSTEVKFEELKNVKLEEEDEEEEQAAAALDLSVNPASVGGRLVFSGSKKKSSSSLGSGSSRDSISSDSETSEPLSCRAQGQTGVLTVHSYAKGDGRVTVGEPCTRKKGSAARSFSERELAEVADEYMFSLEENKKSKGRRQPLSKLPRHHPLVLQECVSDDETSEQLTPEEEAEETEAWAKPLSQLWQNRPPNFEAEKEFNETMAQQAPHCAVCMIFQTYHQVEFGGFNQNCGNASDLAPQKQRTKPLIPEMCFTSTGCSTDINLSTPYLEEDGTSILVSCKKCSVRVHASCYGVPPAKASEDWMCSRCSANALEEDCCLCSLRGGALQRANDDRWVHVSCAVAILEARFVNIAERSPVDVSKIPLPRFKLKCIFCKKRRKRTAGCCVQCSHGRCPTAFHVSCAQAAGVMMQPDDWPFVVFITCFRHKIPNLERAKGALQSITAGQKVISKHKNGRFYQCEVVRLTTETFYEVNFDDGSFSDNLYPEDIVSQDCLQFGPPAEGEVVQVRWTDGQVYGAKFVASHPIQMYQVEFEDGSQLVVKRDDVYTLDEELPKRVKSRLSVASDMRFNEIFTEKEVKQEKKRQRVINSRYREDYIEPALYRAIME
* marks the source's active call; other numbers are inactive results; i = inactive; u = inconclusive; x = not tested or not shown; [ ] = another dose, or the depositor's remark. Unless noted, calls follow the shape of the dose curve; as a rule, active = well fitted curve in the direction sought with a large enough effect; inconclusive = small, poorly fitted or top-dose-only effect, or another doubt; inactive = no such curve, though single readings can be large; an effect the other way counts as inactive or inconclusive.

SMILES	HP1b chromo inh	BAZ2B block	GLS inhibitor	Pin1 inhibitor	ERG-DNA inh	PI4K2A inh	Tb PGK inh	G9a block	JMJD2A Tudor inh
COc1cccc(-n2c(=O)[nH]cc(C(=O)Nc3ccc(NC(C)=O)cc3)c2=O)c1	42%[activator]	-7%	-1%	-10%	14%	-2	-4%	45µM*	-23%
C=C(C)C(=O)Nc1cccc(C2=NOC3(C2)C[C@@H](C(N)=O)N(C(=O)c2cc([N+](=O)[O-])cc([N+](=O)[O-])c2)C3)c1 (stereo partly specified)	20µM*	28µM*	-26%	-1%	9%	-2	18µM*	u	28µM*
Cc1cccc(-c2oc3ccc(-c4ccc5c(c4)OCO5)cc3c2C(=O)OCc2ccc(O)cc2)c1	12%	-8%	4%	-3%	17%	-4	-15%	u	-30%
COc1ccc(NS(=O)(=O)c2coc(C(N)=O)c2)cc1Cl	58%[activator]	5%	2%	3%	1%	-1	8%	-5%[59 µM]	-6%
Cc1ccc(C2C(/C=C3/SC(=S)NC3=O)=C(c3cccs3)Oc3ccccc32)cc1 (stereo unspecified)	u	25µM*	41%[activator]	u	x	1	-5%	32µM*	35µM*
Cc1ccc(S(=O)(=O)N2CCC(=O)N(CCOCc3ccccc3C)CC2)cc1	35%	-5%	1%	1%	-18%	-5	-4%	3%	-6%
COc1ccc(-c2cc(-c3ccc(Cl)cc3)c(C#N)c(SCC(=O)O)n2)cc1	u	u	u	-17%	-4%	-3	-15%	u	79µM*
O=C(Nc1ccccn1)C1CCN(S(=O)(=O)c2ccc3c(c2)OCCO3)CC1	25%	-3%	-1%	8%	6%	-10	-1%	u	-20%
CCN(Cc1cc2cccc(C)c2[nH]c1=O)C(=O)c1ccccc1OC	10%	0%	-2%	-4%	-6%	-2	-7%	3%	-9%
Nc1nonc1-n1nnc(C(=O)N/N=C/c2cccc(O)c2)c1CN1CCCC1	31%	-19%	25%	4%	26%	-5	3%	45µM*	-7%
Cc1cc(NC(=O)c2cccc(S(=O)(=O)N3CCCCCC3)c2)n(-c2ccccn2)n1	19%	15%	6%	-3%	14%	-2	i	12%[59 µM]	u
Cc1ccc(C(=O)Cn2cnc3ccccc3c2=O)cc1	-6%	0%	72%[activator]	-5%	-4%	-4	i	26%[59 µM]	3%[11.4 µM]
O=C(NNc1nc2cc3c(cc2s1)OCCO3)c1ccccc1	22%	-32%	u	-5%	3%	-3	-8%	40µM*	-32%
O=C(NC1CCSc2ccccc21)c1cccc(OC(F)F)c1 (stereo unspecified)	37%	-17%	-1%	-5%	9%	-4	i	-7%	-5%
COc1ccccc1NC(=O)N(Cc1ccco1)Cc1cc2c(C)ccc(C)c2[nH]c1=O	41%[activator]	-36%	11%	-2%	-4%	8	-7%	u	3%
Cc1ccc(NC(=O)CCC(=O)NNC(=O)c2ccccc2Cl)c(C)c1	21%	-11%	-2%	-10%	15%	1	-5%	u	-14%
COc1ccc(NC(=O)c2cccc(N3C(=O)c4cccc([N+](=O)[O-])c4C3=O)c2)cc1	17%	-20%	5%	5%	2%	-3	0%	8%	-7%
CCn1c(-c2ccc(OC)c(OC)c2)n[nH]c1=S	-3%	0%	-12%	2%	-11%	0	-1%	2µM*	3.5µM*
Cc1cc(C)cc(NC(=O)Nc2ccc(-n3ccc(C(F)(F)F)n3)cc2)c1	17%	-3%	-10%	1%	1%	5	-4%	1%[59 µM]	-5%
O=C(Nc1cc(N2CCOCC2)ncn1)Nc1cccc2ccccc12	17%	-2%	13%	-5%	x	0	i	6%[12.7 µM]	-13%
COc1cc(NC(=O)c2ccccc2)c(OC)cc1NC(C)=O	16%	-23%	-11%	1%	9%	10	-6%	-11%[59 µM]	-14%
CC(C)NC(=O)c1ccc(-c2cccc(C(F)(F)F)c2)o1	23%	-4%	9%	0%	0%	0	-9%	10%	-8%
CCOC(=O)c1sc(NC(=O)C2CC2)nc1C	62%[activator]	10%	2%	5%	1%	-2	i	2%	-10%
N#Cc1c(/N=C/N2CCOCC2)sc2c1CCCCC2	u	-31%	55%[activator]	-5%	2%	-6	-8%	u	u
COc1ccc(NC(=O)CSc2nc(SC)ns2)c(OC)c1	28%	-25%	12%	-11%	-3%	6	5%	-3%	-13%
COc1ccc(Nc2cc(C)c3cc(NC(=O)Cc4ccc(Cl)cc4)ccc3n2)cc1	15%	0%	4%	31%[activator]	1%	9	-8%	-8%[59 µM]	-19%
Oc1ccc(-c2cn3c(n2)SCC3)cc1O	u	u	u	-1%	-8%	-5	u	1.1µM*	11µM*
COc1cccc(N2CC(C(=O)Nc3ccc(F)cc3)CC2=O)c1 (stereo unspecified)	15%	-24%	3%	-1%	-4%	-2	-5%	55%[activator]	2%
O=C(COC(=O)c1ccc(S(=O)(=O)N2CCOCC2)cc1)Nc1ccccc1OC(F)F	43%[activator]	x	-1%	0%	8%	5	-21%	x	-2%
COc1ccc2nc(Nc3nc(C)c(C(C)=O)s3)sc2c1	12%	30%	10%	17%	7%	-16	-4%	-15%[59 µM]	7%[57.1 µM]
O=C1CC(c2ccc3c(c2)OCO3)c2cc3c(cc2N1)OCO3 (stereo unspecified)	-15%	-39%	5%	-7%	-4%	6	-2%	-31%[59 µM]	-28%
CCOc1ccc(/C=C2\CCc3ccccc3C2=O)cc1	3%	-3%	3%	-5%	2%	u	u	-5%	-7%
O=C(COC(=O)c1cc(-c2cccs2)nc2ccccc12)c1ccccc1	123%[activator]	60%[activator]	-12%	21%	10%	9	0%	91%[activator][59 µM]	71%[activator]
CCCOc1ccc(CNC(=O)CCCn2nc(C)c3sc4ccccc4c3c2=O)cc1	29%	-31%	-6%	2%	6%	2	17%	-39%[59 µM]	-8%
COC(=O)c1sccc1S(=O)(=O)Nc1ccc(N2CCCCC2)cc1	u	35µM*	1%	2%	-1%	3	2%	x	u
COc1cc(OC)cc(-c2c(-c3ccc(F)cc3)c3cc(Br)ccc3n2C)c1	35%	-7%	-5%	11%	-2%	-4	8%	12%[0.501 µM]	-23%
O=C(CC1Sc2ccccc2NC1=O)NNc1ccc(Cl)c(Cl)c1 (stereo unspecified)	14%	x	-1%	0%	-12%	-13	-14%	x	-9%
Clc1ccc(CSc2nnc(-c3c[nH]c4ccccc34)o2)cc1	21%	6%	6%	1%	x	2	x	2%[59 µM]	-12%
CN(CC(=O)Nc1ccccc1Cl)C(=O)Cn1cc(C(F)(F)F)cc(Cl)c1=O	22%	-2%	1%	-4%	-3%	1	-7%	45µM*	1%

Whole records, looked up by structure. Order of values: HP1b chromo inh	BAZ2B block	GLS inhibitor	Pin1 inhibitor	ERG-DNA inh	PI4K2A inh	Tb PGK inh	G9a block	JMJD2A Tudor inh
Results for `CCOc1ccc(/C=C2\CCc3ccccc3C2=O)cc1` → 3%	-3%	3%	-5%	2%	u	u	-5%	-7%
Results for `COC(=O)c1sccc1S(=O)(=O)Nc1ccc(N2CCCCC2)cc1` → u	35µM*	1%	2%	-1%	3	2%	x	u

Structures listed so far that have fluorine (7):
SMILES	HP1b chromo inh	BAZ2B block	GLS inhibitor	Pin1 inhibitor	ERG-DNA inh	PI4K2A inh	Tb PGK inh	G9a block	JMJD2A Tudor inh
O=C(NC1CCSc2ccccc21)c1cccc(OC(F)F)c1 (stereo unspecified)	37%	-17%	-1%	-5%	9%	-4	i	-7%	-5%
Cc1cc(C)cc(NC(=O)Nc2ccc(-n3ccc(C(F)(F)F)n3)cc2)c1	17%	-3%	-10%	1%	1%	5	-4%	1%[59 µM]	-5%
CC(C)NC(=O)c1ccc(-c2cccc(C(F)(F)F)c2)o1	23%	-4%	9%	0%	0%	0	-9%	10%	-8%
COc1cccc(N2CC(C(=O)Nc3ccc(F)cc3)CC2=O)c1 (stereo unspecified)	15%	-24%	3%	-1%	-4%	-2	-5%	55%[activator]	2%
O=C(COC(=O)c1ccc(S(=O)(=O)N2CCOCC2)cc1)Nc1ccccc1OC(F)F	43%[activator]	x	-1%	0%	8%	5	-21%	x	-2%
COc1cc(OC)cc(-c2c(-c3ccc(F)cc3)c3cc(Br)ccc3n2C)c1	35%	-7%	-5%	11%	-2%	-4	8%	12%[0.501 µM]	-23%
CN(CC(=O)Nc1ccccc1Cl)C(=O)Cn1cc(C(F)(F)F)cc(Cl)c1=O	22%	-2%	1%	-4%	-3%	1	-7%	45µM*	1%

Screens: PubChem BioAssay, National Center for Advancing Translational Sciences (NCATS)
